CHT PAM: CHT positive allosteric modulators, primary screen, cell-based, membrane potential dye, choline EC20; CHT-expressing cells; stronger effect = higher value; LV-AA mutant CHT in HEK293 cells; B-score at 10 µM; 310,000 tested, 0.49% active;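 active means initial fluorescence not abnormally high and integrated response B-score, plate-corrected, over 3 SD above library mean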
Target sequence (Q9GZV3 whole entry, looked up): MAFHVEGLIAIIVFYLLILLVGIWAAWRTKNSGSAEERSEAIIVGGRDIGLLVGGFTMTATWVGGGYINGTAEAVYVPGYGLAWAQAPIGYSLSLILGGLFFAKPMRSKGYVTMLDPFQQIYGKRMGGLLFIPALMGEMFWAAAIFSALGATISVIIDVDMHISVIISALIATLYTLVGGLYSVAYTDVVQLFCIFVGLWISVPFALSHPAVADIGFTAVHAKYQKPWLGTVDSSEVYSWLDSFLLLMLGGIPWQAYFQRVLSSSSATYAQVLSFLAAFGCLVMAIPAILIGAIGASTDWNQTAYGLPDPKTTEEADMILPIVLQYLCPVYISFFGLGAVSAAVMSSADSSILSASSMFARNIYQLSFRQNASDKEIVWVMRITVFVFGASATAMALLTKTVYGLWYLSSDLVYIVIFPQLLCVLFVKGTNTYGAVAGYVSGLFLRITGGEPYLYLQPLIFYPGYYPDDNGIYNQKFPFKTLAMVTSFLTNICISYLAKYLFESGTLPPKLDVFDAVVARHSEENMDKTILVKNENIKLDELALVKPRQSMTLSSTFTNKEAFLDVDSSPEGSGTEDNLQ
CHT block: inhibitors of human choline transporter CHT; AID 488975, 2010; High affinity choline transporter 1 (Homo sapiens), Q9GZV3; 310,000 tested, 0.86% active; B-score at 10 µM; CHT-expressing cells, membrane potential dye, choline response; stronger effect = lower value;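 active means B-score over 3 SD under the library average, and starting fluorescence ratio not unusually high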;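 further: choline stimulus applied at its EC90 after an EC20 pre-addition; B-score computed on integrated fluorescence ratio after choline addition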
Calls only; i = inactive.

SMILES | CHT PAM | CHT block
O=[N+]([O-])c1cc(C(F)(F)F)ccc1NCC1CCCO1 (stereo not given) | i | i
CCN(CC(=O)NCc1cccs1)C(=O)c1ccc(S(=O)(=O)N(C)C)cc1 | i | i
CN(C)S(=O)(=O)c1ccc(NC(=O)c2cccnc2)cc1 | i | i
Cc1ccc(Cl)cc1N1CCN(C(=O)C2CCCN(S(=O)(=O)c3cnc[nH]3)C2)CC1 (stereo not given) | i | i
COc1ccc(NC(=O)CSc2nnc3c4c(nc(-c5ccccc5)n23)CC(C)(C)OC4)cc1 | i | i
N/C(=N\OC(=O)CCCN1C(=O)c2ccccc2C1=O)c1ccc(Cl)cc1 | i | i
O=C(CC1NC(=O)NC1=O)NC1(C(=O)NC2CCCCC2)CCCCC1 (stereo not given) | i | i
CC(C)(C)NC(=O)C(=O)NNC(=O)c1ccccc1Br | i | i
Cc1ccc(S(=O)(=O)NC(=O)Nc2ccc(Cl)cn2)cc1 | i | i
O=C(N1CCOCC1)C1(c2ccccc2)CCCCC1 | i | i
CC(=O)N(C)N1c2ccccc2CCc2ccccc21 | i | i
CCn1c(SCC(=O)N/N=C/C(C)=C/c2ccco2)nnc1-c1ccccc1 | i | i
O=[N+]([O-])c1ccc2nc(SCc3cn4cc(Cl)ccc4n3)[nH]c2c1 | i | i
Cc1ccccc1NC(=O)CSC(N)=O | i | i
CN(C)c1ccc(Nc2nc(N)c([N+](=O)[O-])c(N3CCOCC3)n2)cc1 | i | i
FC(F)(F)c1nc(-c2ccccc2)ncc1-c1nnnn1-c1ccccc1 | i | i
CC(C)Cn1c(=O)c(C(=O)N/N=C/c2cccc(F)c2)c(O)c2ccccc21 | i | i
Cc1cc(C)c2c(C)c(C(=O)Nc3c(C)n(C)n(-c4ccccc4)c3=O)oc2c1 | i | i
COc1ccc(Cl)cc1NC(=O)c1[nH]c(C)c(C(C)=O)c1C | i | i
CCC1(C)Cc2nc(Cl)c(C#N)cc2CO1 (stereo not given) | i | i
O=C(CSc1ccc2c(c1)OCCO2)Nc1ccc(Br)cc1 | i | i
CC(C)OCCCn1c(=S)[nH]c2ncccc2c1=O | i | i
O=C(CN1C(=O)c2ccccc2S1(=O)=O)N1CCN(Cc2ccc3c(c2)OCO3)CC1 | i | i
Cc1cccc(C2=NC(C(F)(F)F)(C(F)(F)F)c3c(n(-c4ccc(F)cc4)c(=O)[nH]c3=O)N2)c1 | i | i
C/C=C/C(=O)Nc1nnc(-c2ccccc2C)s1 | i | i
O=C(NC(=S)Nc1cccc([N+](=O)[O-])c1)C1CCCCC1 | i | i
Cc1cccc2nc(CSc3nc4[nH]ncc4c(=O)n3-c3ccccc3Cl)cc(=O)n12 | i | i
COc1ccc(CCNC(=O)c2ccccc2SC)cc1 | i | i
COc1cc(/C=N/NC(=O)CCNC(=O)c2ccccc2Cl)ccc1O | i | i
CC12CCC(=O)N1C(C(=O)NCc1ccccc1Cl)CS2 (stereo not given) | i | i
CCc1nnc(SCc2ccc([N+](=O)[O-])cc2)nc1CC | i | i
O=C(Nc1ccc2[nH]ncc2c1)c1ccc(F)cc1 | i | i
COc1ccc(/C=C(\NC(=O)c2ccc(C)cc2)C(=O)NCCN2CCOCC2)cc1 | i | i
O=C1c2ccccc2S(=O)(=O)c2cc(C(=O)N3CCN(c4c(Cl)cncc4Cl)CC3)ccc21 | i | i
Cc1ccc(C(=O)c2ccc(N3CCOCC3)c(F)c2)cc1 | i | i
C=CCNC(=O)CC(=O)N/N=C/c1cccc(Br)c1 | i | i
O=C(Nc1nnc(-c2ccccc2Cl)s1)c1ccccc1F | i | i
O=C(/C=C/c1cccc([N+](=O)[O-])c1)NC(=S)Nc1ccc(CN2CCOCC2)cc1 | i | i
COc1ccccc1C1(O)CC2CCC(C1)N2S(=O)(=O)c1ccc(C(C)=O)cc1 (stereo not given) | i | i
Cc1ccccc1Oc1ccc(-c2nc(N)nc(N)n2)cc1 | i | i
O=C(O)/C=C\c1cc2c(cc1[N+](=O)[O-])OCO2 | i | i
Cc1ccc(NC(=S)NC(=O)C2CC2)c(C)c1 | i | i
Cc1ccc(C2OC(=O)c3ccccc32)cc1 (stereo not given) | i | i
Cc1nn(C)cc1/C=N/NC(=O)Cn1nnc(N)n1 | i | i
Cc1c(Br)c(=O)[nH]c(=O)n1COCc1ccccc1 | i | i
O=[N+]([O-])c1cc2c(cc1Br)CCN2 | i | i
CCOC(=O)COc1ccc(S(=O)(=O)Nc2ccc3c(c2)OCO3)cc1 | i | i
Cc1ccc(-c2nn(C(C)(C)C)c3ncnc(NS(=O)(=O)c4ccc([N+](=O)[O-])cc4)c23)cc1 | i | i
CCOCCCn1c(=S)[nH]c2cc(C(=O)N3CCOCC3)ccc2c1=O | i | i
COc1ccc(CCNCC(O)Cn2ccc3ccccc32)cc1OC (stereo not given) | i | i
CCOC(=O)Cc1csc(NC(=O)CSc2nnnn2-c2ccc(C)cc2C)n1 | i | i
CCS(=O)(=O)Nc1ccc(C(=O)NCCSc2ccccc2)cc1 | i | i
COc1cc(CC(=O)Nc2ccc(N3CCOCC3)cc2)cc(OC)c1OC | i | i
CCN(Cc1ccccc1)C(=O)CC1Oc2ccccc2NC1=O (stereo not given) | i | i
CC(=O)c1c(C(C)=O)c(C)n(NC(=O)c2cccnc2)c1C | i | i
CC(C)N(Cc1ccccc1)C(=O)c1cnc2n(c1=O)CCS2 | i | i
CCOC(=O)C1(Cc2ccc(OC)cc2)CCN(C(=O)C2CC(=O)N(C3CC3)C2)CC1 (stereo not given) | i | i
Cc1cc(C)c2c(n1)SCC(=O)N2CC(=O)Nc1ccccc1Cl | i | i
C#CCNC(=O)C1=C[C@H](C2CCCCC2)C[C@H](OCCCCO)O1 | i | i
CCN1CCN(c2ccc(S(=O)(=O)N3CCOCC3)cc2NC(=O)C(C)Oc2cccc(Cl)c2)CC1 (stereo not given) | i | i
(more compounds)
SMILES | CHT PAM | CHT block
O=C(c1ccc2c(c1)OCCO2)N1CCCC(CNS(=O)(=O)c2cccs2)C1 (stereo not given) | i | i
COc1cccc(N2CCN(C(=O)c3c(C)nn(-c4ccccc4)c3C)CC2)c1 | i | i
C=CCn1c(-c2cccs2)nc2nc3ccccc3nc21 | i | i
Cc1cccc(NC(=O)CN2C(=O)N/C(=C/c3cc(C)n(-c4ccncc4)c3C)C2=O)c1 | i | i
CN(Cc1ccccc1)C(=S)Nc1ccc(OC(F)F)cc1 | i | i
COc1ccc(NC(=O)CSc2nnc(-c3cccnc3)n2C)cc1 | i | i
CCCC1CC(CSc2ncn[nH]2)OC1=O (stereo not given) | i | i
CCOc1ccc2[nH]c(=O)c(CN(CCO)C(=O)c3ccc(OC)c(OC)c3)cc2c1 | i | i
O=C(Nc1cccc(C(=O)NC2CCCC2)c1)c1ccccc1 | i | i
CCOC(=O)c1cnc2c(C#N)c(C)nn2c1C | i | i
COc1ccc(-c2nc(-c3ccc(Br)o3)no2)cc1 | i | i
COC(=O)c1ccccc1NC(=O)NCC1CCCO1 (stereo not given) | i | i
Fc1ccc(F)c(NC2=NCCCCC2)c1 | i | i
C=Cc1ccc2c(c1)OCCOCCOCCOCCOCCO2 | i | i
N#C/C(=C\N1CCOCC1)c1ccccc1 | i | i
CCCn1c(=O)c(C(=O)N/N=C/c2ccccc2F)c(O)c2ccccc21 | i | i
Cc1cc(NNC(=O)Nc2cccc(Cl)c2)nc2c1c(C)nn2C | i | i
c1ccc(Cn2nnnc2CN2CCN(c3ncccn3)CC2)cc1 | i | i
O=C(O)c1cccc(NC(=O)c2cccc(S(=O)(=O)N3CCc4ccccc4C3)c2)c1 | i | i
CCC1CCCCN1CCNC(=O)CCS(=O)(=O)c1ccc(Br)cc1 (stereo not given) | i | i
COC(=O)CC1COc2ccccc2N1C(=O)c1cccc(C(F)(F)F)c1 (stereo not given) | i | i
O=C(CCc1nc(-c2ccccc2Cl)no1)Nc1cccnc1 | i | i
Cc1cccc(N2C(=O)C(Oc3ccc(Cl)cc3Cl)C2C=O)c1C (stereo not given) | i | i
O=C(Cn1ccc(C(F)(F)F)n1)NNC(=O)c1cccnc1 | i | i
COc1cccc(-c2cc(C(=O)Nc3c(C)n(C)n(-c4ccccc4)c3=O)no2)c1 | i | i
Cc1cccc(NC(=O)C2CC(=O)n3ncnc3N2)c1 (stereo not given) | i | i
CCn1cc(Cl)c(C(=O)Nc2cc(C(=O)OC)cc(C(=O)OC)c2)n1 | i | i
Nc1nnc(CSCc2ccccc2Cl)s1 | i | i
O=C(CN1CCOCC1)N/N=C/c1ccc(-c2ccc(C(=O)O)cc2)o1 | i | i
Cc1ccc(C2CC(C(F)(F)F)n3nc(C(=O)NCc4ccco4)cc3N2)cc1 (stereo not given) | i | i
O=C(Nc1ccc(Cl)cc1Cl)NC1CCN(S(=O)(=O)c2ccc(F)cc2)CC1 | i | i
O=C(c1ccc(Cl)cc1)N1C2C=CC(C2)C1(C(F)(F)F)C(F)(F)F (stereo not given) | i | i
CCn1cc(NC(=O)CCl)c(C)n1 | i | i
O=C(CSc1nc2[nH]ncc2c(=O)[nH]1)Nc1ccccc1F | i | i
Cc1nc2c(=O)n(-c3cccc(C(F)(F)F)c3)nc(C)c2s1 | i | i
CC(=O)c1ccc(N2CCN(CC(O)c3ccccc3)CC2)cc1 (stereo not given) | i | i
COc1nc(NCCN2CCOCC2)nc(Nc2ccc([N+](=O)[O-])cc2)n1 | i | i
CCSc1nnc(NC(=O)CSc2nnc(-c3c[nH]c4ccccc34)n2CC)s1 | i | i
CCCC1(C(=O)OC)NC(c2ccco2)C2C(=O)N(C)C(=O)C21 (stereo not given) | i | i
O=C1C2C3C=CC(C3)C2C(=O)N1c1nc2ccccc2s1 (stereo not given) | i | i
CC(=O)n1nc(-c2ccccc2)cc1-c1ccccc1 | i | i
Cc1cc(C)c2c(CN3CCC(C)CC3)cc(=O)oc2c1C | i | i
Nn1c(SCC(=O)N2CCc3ccccc3C2)nnc1-c1cccs1 | i | i
Cc1cc(Nc2c(C#N)c(N)nn2C)ccc1F | i | i
O=C(NCC1CCCO1)c1cccc(C(=O)NCC2CCCO2)c1 (stereo not given) | i | i
COc1cc(-c2nc3cnccn3c2Nc2ccc(C(C)C)cc2)ccc1O | i | i
Cc1nc2sc(C(c3ccco3)N3CCN(c4ccc(F)cc4)CC3)c(O)n2n1 (stereo not given) | i | i
O=C(NNS(=O)(=O)c1ccc(F)cc1)c1ccccc1F | i | i
O=C(NCCN1CCCC1)c1cc(-c2ccncc2)nc2ccc(S(=O)(=O)N3CCOCC3)cc12 | i | i
CC(C)C(C(=O)NCC1CCCO1)N(Cc1cccs1)C(=O)CNS(=O)(=O)c1ccccc1 (stereo not given) | i | i
CC(OC(=O)c1ccncc1)C(=O)NC1CCCC1 (stereo not given) | i | i
O=C(COC(=O)[C@@H]1CCCN1S(=O)(=O)c1ccc(Cl)cc1)NCC(F)(F)F | i | i
CCCN1CCN(C(=O)CCCNC(=O)c2ccc(Cl)cc2)CC1 | i | i
COc1ccnc(Oc2ccc(Cl)cc2)c1C#N | i | i
N#C/C(=C/c1cccc(C(F)(F)F)c1)c1nc(CCN2C(=O)c3ccccc3C2=O)cs1 | i | i
COc1cccc(CN2CCCN(S(=O)(=O)c3ccc(Br)cc3)CC2)c1 | i | i
Cc1ncc2c(n1)-c1cc(F)ccc1SC2 | i | i
CCOC(=O)CC1COCCN1C(=O)CCc1nnc(-c2ccsc2)o1 (stereo not given) | i | i
COc1cccc(/C=C2\SC(=S)N(C(Cc3ccccc3)C(=O)O)C2=O)c1 (stereo not given) | i | i
Cc1ccc(C(CNC(=O)C(=O)Nc2ccc3c(c2)OCCO3)N2CCN(C)CC2)cc1 (stereo not given) | i | i
Further entries.
SMILES | CHT PAM | CHT block
CC(C)(C)Nc1nc(Oc2ccc(=O)n(-c3ccccc3)n2)nc(N2CCOCC2)n1 | i | i
O=C(Cn1ncc2c(=O)oc3ccccc3c21)NCCC1=CCCCC1 | i | i
COc1ccc(C2CC(c3cccs3)=NN2C(=O)CSc2nc(=O)n3cc(C)ccc3n2)cc1 (stereo not given) | i | i
Cc1ccc(C(=O)NCCc2csc(C)n2)cc1 | i | i
CCc1c(C)c2c(C)[nH]nc2oc1=O | i | i
COc1ccc(N2CCN(S(=O)(=O)CCNC(=O)/C=C/c3ccccc3)CC2)cc1 | i | i
CCCc1nnc(NC(=O)CCC(=O)NC2CCCC2)s1 | i | i
COc1ccc(CCNC(=O)C2CCCN(S(=O)(=O)c3cccc4nonc34)C2)cc1OC (stereo not given) | i | i

Outcome played no part in choosing rows (roughly 1.4% active in at least one column).
